# Screening data deposited in PubChem BioAssay by several laboratories.
# Fluor 339 460 – intrinsic fluorescence of library compounds, ex339/em460 – biochemical, MLSMR library, data from DPM-DC assay, artefact control, profiling panel. compound autofluorescence, ex339/em460 nm, NADH buffer; hits give high values; 1 = no-compound wells, NADH background. fluorescence fold increase at 10 µM. 65,000 compounds, 5.5% hits;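 active means at 10 µM, mean starting fluorescence two-fold or more over control wells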;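 further: signal is the first read of a kinetic run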
# RORA act – activators of human nuclear receptor RORA; 65,000 compounds, 1.5% hits; P35398; activation, % at 10 µM; CHO-K1 Gal4-RORA LBD luciferase reporter, luminescence; percent increase over mock-subtracted basal signal;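 active means activation above the mean of all tested compounds plus 3 SD, cut at about 49% in these data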;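 further: 0% = DMSO-treated RORA cells and 100% = added signal equal to DMSO minus mock-transfected cells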
# SF1 activator – activators of human nuclear receptor SF-1. CHO-K1 Gal4-SF-1 LBD luciferase reporter; % increase over DMSO SF-1-specific signal. 65,000 compounds, 1.9% hits. Q13285. activation, % at 10 µM;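 active means activation above the mean activation of all tested compounds plus 3 SD, cut at about 50% in these data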
# Target sequence (Q13285 whole entry, looked up, the tested form may be a part): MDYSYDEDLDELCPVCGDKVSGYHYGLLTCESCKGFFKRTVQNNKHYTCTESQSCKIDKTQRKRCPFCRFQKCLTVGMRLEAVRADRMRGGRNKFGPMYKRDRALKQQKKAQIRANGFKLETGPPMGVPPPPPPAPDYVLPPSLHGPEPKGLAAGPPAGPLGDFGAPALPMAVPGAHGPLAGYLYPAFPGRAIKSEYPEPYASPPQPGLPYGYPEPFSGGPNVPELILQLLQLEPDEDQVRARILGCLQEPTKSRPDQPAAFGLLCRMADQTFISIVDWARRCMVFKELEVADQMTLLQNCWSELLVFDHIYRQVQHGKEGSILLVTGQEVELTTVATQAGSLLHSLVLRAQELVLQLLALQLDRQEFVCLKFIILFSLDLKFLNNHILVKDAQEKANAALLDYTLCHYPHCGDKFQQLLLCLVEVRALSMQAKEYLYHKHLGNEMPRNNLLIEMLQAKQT
#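 Test system: CHO-K1 cells co-transfected with Gal4 DBD–human SF-1 LBD, 5xGal4 luciferase reporter. Quantity: 4,000 cells per well. Compound: 10 µM only. Incubation: compound added 1 h post-seeding, 20 h exposure at 37 °C, 5% CO2. Detection: SteadyLite luciferase luminescence. Replication: one test per compound.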
# Ec RNAP inh – inhibitors of Escherichia coli RNA polymerase | E. coli RNA polymerase, fluorescence transcription assay | inhibition, %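 (tested at 10 µM)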 | 62,000 compounds, 0.2% hits | AID 559; in the data active means inhibition above about 20%;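 further: 0% = enzyme without compound and 100% = no enzyme blank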
# M1 agonist – activates the M1 muscarinic receptor. CHO-M1 cells, Fluo-4 calcium fluorescence, agonist mode; hits give high values. 64,000 compounds, 3% hits. B-score at 10 µM;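 active means fluorescence rise, raw or as B-score row- and column-corrected plate score, outside the 99.7% band of its plate's samples, either direction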
# NADH enzymes – inhibitors of enzymes used to reach an NAD/NADH endpoint; coupled PK/LDH NADH assays, four targets; IC50, µM (highest dose often 10 µM), for inactives: at the highest dose inhibition; 65,000 compounds, 0.02% hits; AID 774;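 active means single-dose screening hits from any of four coupled enzyme assays that gave an IC50 when retested across doses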;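 further: the DPM-DC format reads NADH fluorescence rather than 340 nm absorbance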
# Ecoli tolC – growth inhibitors of E. coli BW25113 tolC mutant. growth inhibition, % at 10 µM (by protocol). OD615. 65,000 compounds, 2.2% hits;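 active means growth inhibition at or above a cutoff equal to the mean over every tested compound plus 3 SD, cut at about 60% in these data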;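 further: growth measured after 20 h incubation at 37 °C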
#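 Test system: tolC-deleted E. coli BW25113 | Medium: LB with kanamycin 50 µg/mL | Compound dosing: Single concentration, 10 µM final per compound | Schedule: 37 °C, 20 h exposure | Measured by: OD at 615 nm | Evaluation: Percent growth inhibition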
# M1 antagonist – M1 muscarinic receptor (rat) antagonism. 64,000 compounds, 3.4% hits. CHO-M1 cells, Fluo-4 calcium, ACh EC80 antagonist mode; hits give low values. B-score at 10 µM. P08482;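 active means calcium fluorescence response, raw or row-and-column corrected B-score, differing from the plate sample mean either way at a set confidence level, mostly lower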
# TNAP act mid DEA – activates human TNAP at intermediate phosphate acceptor concentration; P05186; purified TNAP, CDP-star luminescence, 100 mM DEA, 30 min; hits give high values; scale: 0 levamisole-inhibited, 1 vehicle-only enzyme; activation factor at 20 µM; 64,000 tested, under 10 active;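 active means activation factor of at least 2 at 20 µM, relative to controls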
# Target sequence (P05186 whole entry, looked up): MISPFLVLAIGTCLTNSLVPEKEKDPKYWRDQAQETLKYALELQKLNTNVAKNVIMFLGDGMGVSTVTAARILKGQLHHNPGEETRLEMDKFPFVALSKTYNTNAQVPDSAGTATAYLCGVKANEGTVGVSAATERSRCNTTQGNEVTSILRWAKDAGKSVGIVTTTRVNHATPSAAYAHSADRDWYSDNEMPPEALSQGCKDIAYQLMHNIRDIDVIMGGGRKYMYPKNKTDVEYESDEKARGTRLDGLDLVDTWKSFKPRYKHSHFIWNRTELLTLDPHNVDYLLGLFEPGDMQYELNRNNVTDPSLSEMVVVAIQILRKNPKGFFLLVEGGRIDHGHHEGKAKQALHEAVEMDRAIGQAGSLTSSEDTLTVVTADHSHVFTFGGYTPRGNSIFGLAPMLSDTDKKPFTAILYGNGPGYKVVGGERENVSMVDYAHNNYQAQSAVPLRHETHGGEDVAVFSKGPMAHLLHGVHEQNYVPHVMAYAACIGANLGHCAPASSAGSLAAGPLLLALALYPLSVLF
# * hit, by the source's call; x = no result given; [ ] = remark or other dose.
nr	Compound	Fluor 339 460	RORA act	SF1 activator	Ec RNAP inh	M1 agonist	NADH enzymes	Ecoli tolC	M1 antagonist	TNAP act mid DEA
1	Cc1cccc2cc(CN(CCN3CCCC3)C(=O)NC3CCCCC3)c(=O)[nH]c12	1.2	6	-2	-4	0.23	4%	-2	0.19	0.8
2	CC(C)NS(=O)(=O)c1ccc(CCC(=O)O)cc1	1.1	-13	2	4	0.15	0%	-13	-0.0084	0.9
3	COc1ccc(-c2ccc(-c3nnc(-c4ccncc4)o3)cc2)cc1	2.4*	-9	-11	5	0.22	9%	0	0.1	1
4	CN1CCN(c2ccccc2NC(=O)c2ccc(OCc3ccccc3)cc2)CC1	1.1	1	-2	-1	4.2	0%	12	-2.2*	0.9
5	CCCC1=C(C(=O)OCC)C(c2ccccc2OC)NC(=O)N1 (stereo not drawn)	1.1	-16	-24	-4	-0.65	0%	11	1.1	1
6	CN=CC1=C(O)CC(C)(C)CC1=O	1.1	-27	6	6	0.0051	4%	-4	-0.045	1
7	COc1ccc(NC(=O)C2CCCN(S(=O)(=O)c3cnc[nH]3)C2)cc1 (stereo not drawn)	1.1	-17	9	3	-0.052	1%	-16	-0.038	0.9
8	Cc1csc2nc(CCNS(=O)(=O)c3cccs3)cn12	1	16	49	8	0.83	6%	0	0.49	1.1
9	N#CCSc1nc2cc(C(=O)N3CCC(C(N)=O)CC3)ccc2c2nc3ccccc3n12	1.1	0	10	3	0.69	15%	12	-1.6	0.9
10	CCNC(=O)c1ccccc1NC(=O)c1cccc(S(=O)(=O)N2CCC(C)CC2)c1	1.1	15	6	3	3.1	5%	30	0.11	0.9
11	Cc1cc(C)c2c(=O)n(CC(=O)NCCCN3CCOCC3)sc2n1	1.2	-4	-23	11	0.091	10%	-12	0.27	0.8
12	CCOc1cc2c(C)cc(=O)oc2cc1Cl	1.8	6	-16	4	-0.2	8%	-12	0.047	0.9
13	O=C(CCCC(=O)N(CC(=O)NC1CCCC1)Cc1ccccc1)Nc1ccccn1	1.1	18	-5	-1	0.099	9%	-10	-0.34	0.9
14	Cc1cc(C)n(-c2nc(SCC(=O)Nc3nccs3)c3c4c(sc3n2)COC(C)(C)C4)n1	1.1	21	-10	5	-0.76	5%	54	0.26	0.9
15	CCCCNC(=O)CC1N=C2c3ccccc3N=C(SCC(=O)Nc3ccc(OC)cc3)N2C1=O (stereo not drawn)	1.2	0	16	-7	0.013	7%	4	-0.037	0.9
16	Cc1cc(C(=O)N2CCN(CCc3ccccc3)CC2)no1	1.1	-4	-4	3	-1.1	6%	-5	-0.5	0.9
17	O=C(NCc1cccs1)c1cc2c(s1)CCCC2	1.1	37	25	3	0.2	3%	15	1.4	0.9
18	O=C(C1CCN(S(=O)(=O)N2CCOCC2)CC1)N1CCOCC1	1.1	-16	4	9	-0.0095	3%	-20	0.0014	1
19	CS(=O)(=O)N1CCCC(C(=O)NCc2ccccc2Cl)C1 (stereo not drawn)	1	-5	12	6	1.3	2%	-9	0.075	0.8
20	CC(=O)N1CCN(Cc2nc3cc(NS(C)(=O)=O)ccc3n2C)CC1	1.1	-20	-10	1	-0.69	6%	-12	-0.39	1
21	CCOC(=O)C1=C(C)N=C(/N=C/N(C)C)SC1c1ccccc1 (stereo not drawn)	1	4	-7	10	0.21	9%	4	-0.014	0.9
22	Cc1ccc(N2C(=O)[C@@H]3C(c4ccc(F)cc4)=NO[C@@H]3C2=O)cc1	1.1	-6	24	6	6.6*	10%	-30	-0.37	0.9
23	CCOC(=O)CSC1=C(C#N)C(c2ccc(Cl)cc2)C(C(=O)OC)C(=O)N1 (stereo not drawn)	1	-21	1	8	0.61	11%	14	0.87	0.8
24	Cc1cc(C)c(S(=O)(=O)Nc2cccnc2)c(C)c1	1	10	-6	10	-0.074	2%	-12	0.2	0.8

# Full records from above. Values in the order: Fluor 339 460, RORA act, SF1 activator, Ec RNAP inh, M1 agonist, NADH enzymes, Ecoli tolC, M1 antagonist, TNAP act mid DEA
# Cc1ccc(N2C(=O)[C@@H]3C(c4ccc(F)cc4)=NO[C@@H]3C2=O)cc1 across the screens: 1.1, -6, 24, 6, 6.6*, 10%, -30, -0.37, 0.9
# CCOC(=O)CSC1=C(C#N)C(c2ccc(Cl)cc2)C(C(=O)OC)C(=O)N1 (stereo not drawn) across the screens: 1, -21, 1, 8, 0.61, 11%, 14, 0.87, 0.8
# CC(=O)N1CCN(Cc2nc3cc(NS(C)(=O)=O)ccc3n2C)CC1 across the screens: 1.1, -20, -10, 1, -0.69, 6%, -12, -0.39, 1
# O=C(C1CCN(S(=O)(=O)N2CCOCC2)CC1)N1CCOCC1 across the screens: 1.1, -16, 4, 9, -0.0095, 3%, -20, 0.0014, 1

# Other records follow:
nr	Compound	Fluor 339 460	RORA act	SF1 activator	Ec RNAP inh	M1 agonist	NADH enzymes	Ecoli tolC	M1 antagonist	TNAP act mid DEA
25	O=C1CSC(c2cccc(F)c2)N1c1ccccc1F (stereo not drawn)	1	9	-4	-4	0.01	2%	9	-0.25	0.9
26	Cc1cc(C)c(NC(=O)CN2CCN3CCCC3C2)c(C)c1 (stereo not drawn)	1.1	-6	-1	7	-0.26	9%	-22	-0.36	1
27	CCN(CC)C(=O)CSC1=C(C#N)C(c2cccs2)C=C(C)N1 (stereo not drawn)	1.1	-11	-2	3	-0.77	7%	5	1.2	0.9
28	CCOC(=O)c1nn(-c2ccc(OC)cc2)c(=O)c2c(NC(=O)c3ccco3)scc12	1.3	7	-21	3	-0.0097	8%	-10	-0.071	0.9
29	COc1cccc(-n2cnc3scc(-c4cccs4)c3c2=O)c1	1.3	-23	-4	2	0.64	3%	26	-0.36	1
30	COc1ccc(CCN2C(=O)c3[nH]nc(-c4ccccc4O)c3C2c2ccc(C)cc2)cc1OC (stereo not drawn)	1.2	-11	10	10	0.56	2%	64*	1.2	1
31	Cc1nn(C)c(C)c1CNC(=O)c1cc2n(n1)C(C(F)(F)F)CC(c1cccs1)N2 (stereo not drawn)	1	-31	5	1	-0.56	3%	18	0.00053	1
32	CC(C)c1nc2oc3c(N4CCN(C)CC4)ncnc3c2c2c1CCC2	1.4	14	11	6	0.38	7%	x	-0.2	0.9
33	O=C1C2C3C=CC(C3)C2C(=O)N1CNc1ccccc1 (stereo not drawn)	x	-6	7	-5	-0.92	x	x	0.27	1
34	COc1ccc(-n2nnnc2SCC(=O)Nc2cccc(C)n2)cc1OC	1	24	-6	3	-0.058	5%	8	0.35	0.9
35	CCOC(=O)CSc1nnc(NCC(=O)OC(C)C)c(=O)[nH]1	1.2	-30	-19	-13	1.2	5%	-21	-2.2*	0.9
36	Cc1ccc(C(C)C)c(Oc2nnnn2-c2ccccc2)c1	1.1	-25	-11	4	0.99	5%	92*	-1.9	1.1
37	Cc1csc2nnc(N)n12	1.1	-4	-19	0	-0.11	5%	-13	-0.033	1
38	COc1nc(-c2ccccc2)ccc1-c1noc(COc2ccccc2)n1	2.1*	-10	-11	x	-0.12	9%[fluoresces]	11	1.4	0.9
39	CC(=O)c1cc2c(cc1N)OCO2	1.1	-30	-7	0	-1.1	3%	9	0.43	1
40	COc1ccc(CN2CCN(c3cc(C)nc4c5c(C)cc(C)nc5nn34)CC2)cc1F	3.9*	26	7	x	-0.39	8%[fluoresces]	-23	0.0099	1
41	COc1ccc(NC(=O)CN(c2ccc(C)cc2)S(=O)(=O)c2c(C)nn(C)c2C)cc1OC	1.1	4	38	12	-0.39	2%	0	-0.79	1.1
42	Cc1onc(-c2ccccc2Cl)c1C(=O)OCn1nnc2ccccc2c1=O	1.1	15	-3	x	0.39	5%	18	-1.6	x
43	CCS(=O)(=O)Nc1c(C(=O)OC)[nH]c2ccccc12	1.4	1	-1	4	-0.0063	4%	-2	-0.023	0.9
44	COc1ccc(C2C(C(=O)c3sc(C)nc3C)=C(O)C(=O)N2CCN(C)C)cc1 (stereo not drawn)	1	9	16	10	-0.071	4%	2	-11*	0.9
45	CC1Cc2ccccc2N1C(=O)Cn1c(=O)oc2cc(S(=O)(=O)NC3CCCC3)ccc21 (stereo not drawn)	1.1	0	-8	7	-0.26	4%	74*	-1.1	1
46	COC(=O)CSc1nnc(CNS(=O)(=O)c2ccc(C)cc2)n1C	1.1	-12	-14	8	0.98	6%	-11	0.51	1
47	Cc1cccc(CCNS(=O)(=O)c2ccc3c(c2)oc(=O)n3C)c1	1.1	22	2	-2	-1.3	2%	-8	-0.6	0.8
48	CN(C1CCCCC1)S(=O)(=O)c1ccc2c(c1)c(=O)c(C(=O)NCCCN1CCCC1)cn2C	1.1	10	7	5	-0.25	2%	-12	-1.5	0.9
49	COc1ccc(N/C(=N\c2nc(C)cc(C)n2)NC(=O)C(C)C)cc1OC	1.1	-29	-12	8	0.96	3%	2	-0.55	0.9
50	COc1ccc(NC(=O)C(CC(=O)O)Cc2ccccc2)cc1 (stereo not drawn)	1	-8	-15	12	0.4	6%	-9	0.2	0.9
51	Cc1cc(C(c2nnnn2Cc2ccccc2)N2CCOCC2)c(C)n1-c1ccc2c(c1)OCO2 (stereo not drawn)	1.1	2	-8	14	-0.12	4%	9	0.097	0.9
52	O=C1c2ccccc2C(Nc2ccc3nc(-c4cccnc4)[nH]c3c2)N1Cc1ccco1 (stereo not drawn)	1.6	-1	-3	3	-0.53	5%	16	-0.029	0.8
53	CCn1nc(NC(=O)c2ccncc2)c2cc3cc(C)ccc3nc21	1.2	-1	-8	2	0.62	5%	33	-0.0049	1
54	CC1CCCN(c2oc(-c3cccc4ccccc34)nc2C#N)C1 (stereo not drawn)	3.8*	23	0	-6	0.39	2%[fluoresces]	-13	-0.27	0.9
55	CC(C)c1nc2sc3c(c2c(=O)o1)CCCC3	1.1	-8	-13	14	-0.31	7%	7	-1	0.9
56	O=C1OC(Nc2ccc(F)cc2F)c2ccccc21 (stereo not drawn)	1	-5	0	7	1.9	6%	-5	0.94	1
57	CCOC(=O)c1ccc(CSc2n[nH]c(C)n2)o1	1.1	-36	3	6	x	1%	16	x	0.8
58	Cc1cccc2cc(C(c3nnnn3CC3CCCO3)N3CCCc4ccccc43)c(=O)[nH]c12 (stereo not drawn)	1.1	-16	18	9	-0.0077	6%	48	-0.094	0.9
59	COc1ccc(C)cc1-n1nnnc1SCC(=O)c1cc(C)n(Cc2ccco2)c1C	1.1	-1	-4	5	-0.32	4%	10	0.031	0.8
60	CCc1nc(SCC(=O)NCCc2ccccc2)n[nH]1	1.1	-12	2	5	0.36	8%	1	-0.46	0.9
61	CCOC(=O)c1c(N)sc(=S)c2c1CCC2	1.1	0	10	10	0.35	6%	6	-0.12	0.8
62	COCCCNC(=O)c1ccc(NS(C)(=O)=O)cc1	1.1	-12	-2	7	-1.2	0%	-15	-1.6	0.9
63	COc1ccc(NC(=O)CN(c2cccc(F)c2)S(C)(=O)=O)cc1OC	1.1	-2	-10	-7	-0.7	9%	-5	-0.0075	1
64	COc1ccc(-c2cc(C(=O)NC3CCCC3)no2)cc1OC	1.1	22	33	0	-0.0068	6%	-12	-0.82	1
65	CCOc1ccc(C(=O)N(Cc2ccc(N(C)C)cc2)C2CCS(=O)(=O)C2)cc1 (stereo not drawn)	1	-25	-7	1	-0.53	1%	-2	1	0.9
66	CC(C)(C)OC(=O)NCC(=O)N1CCC(C(=O)O)CC1	1.1	1	2	8	0.19	7%	-29	0.1	0.9
67	CCCc1cc(C(=O)Nc2cc(Br)ccc2O)no1	0.98	-9	11	3	-0.65	5%	7	-0.69	0.9
68	COCc1c(C(N)=O)nnn1-c1nonc1N	1.1	4	-2	14	-0.21	6%	-26	0.0066	0.9
